Screening results deposited in PubChem by several laboratories.
PG9 binder: binders of HIV-1 gp120 antibody PG9, primary screen, biochemical, TR-FRET; inhibition, % at 6.7 µM; TR-FRET gp120-PG9 antibody binding; hit rate 0.43% among 360,000; HIV-1 gp120 / PG9 antibody interaction; AID 624416, 2012; in the data active = inhibition above about 8.5%
TCR-CD3 inh: inhibitors of human TCR-CD3 interaction, primary screen, biochemical, fluorescence, TAMRA-labeled TCR probe | inhibition, % at 9.4 µM | AID 651800, 2012 | hit rate 0.37% among 360,000; in the data active = inhibition above about 19%;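 also: recombinant mutant TCR 2C K166C tagged with TAMRA read by polarization; 0% = receptor in buffer alone and 100% = receptor with positive control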
ABHD4 inh: ABHD4 inhibitors, primary screen, biochemical, fluorescence polarization, mouse | (Lyso)-N-acylphosphatidylethanolamine lipase (Mus musculus), Q8VD66 | purified mABHD4, FP-Rh probe fluorescence polarization | inhibition, % at 8.92 µM | hit rate 0.54% among 370,000 | AID 720543, 2013;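 active = inhibition exceeding the mean over every tested compound plus 3 SD, cut at about 30% in these data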;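 also: 0% = plate median of compound wells and 100% = S159A mutant with DMSO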
Target sequence (Q8VD66 whole entry, looked up): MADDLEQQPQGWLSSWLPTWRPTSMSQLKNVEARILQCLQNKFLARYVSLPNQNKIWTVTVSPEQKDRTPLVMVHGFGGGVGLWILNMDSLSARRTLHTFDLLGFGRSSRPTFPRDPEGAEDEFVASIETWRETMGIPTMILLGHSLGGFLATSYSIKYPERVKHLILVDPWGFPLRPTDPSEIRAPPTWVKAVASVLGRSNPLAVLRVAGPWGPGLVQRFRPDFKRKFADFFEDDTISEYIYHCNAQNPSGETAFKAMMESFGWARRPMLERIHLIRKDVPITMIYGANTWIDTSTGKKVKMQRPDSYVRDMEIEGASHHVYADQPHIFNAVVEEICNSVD
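Test system: mABHD4 protein; Read-out basis: % inhibition; Incubation: 45 min + 60 min at 25 °C; Repeats: single replicate; Technique: fluorescence polarization with parallel and perpendicular emission, 525/598 nm; Compound: 8.92 µM, single dose; Benchmarks: full inhibition S159A mutant plus DMSO, zero as sample-well median.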
NR1D1 modulator: modulators of Rev-erb alpha DNA binding, primary screen, biochemical, FITC-DNA, fluorescence polarization, uHTS; AID 1259318, 2017; Nuclear receptor subfamily 1 group D member 1 (Homo sapiens), P20393; activity, % at 10 µM; hit rate 0.79% among 370,000; Rev-erbα–FITC-DNA binding, 90 min;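 active = activity above about 14%, limit read from the data; passing the limit was not always enough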;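 also: 0% = DMSO wells with 35 nM protein and 100% = DMSO wells with 750 nM protein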
Target sequence (P20393 whole entry, looked up): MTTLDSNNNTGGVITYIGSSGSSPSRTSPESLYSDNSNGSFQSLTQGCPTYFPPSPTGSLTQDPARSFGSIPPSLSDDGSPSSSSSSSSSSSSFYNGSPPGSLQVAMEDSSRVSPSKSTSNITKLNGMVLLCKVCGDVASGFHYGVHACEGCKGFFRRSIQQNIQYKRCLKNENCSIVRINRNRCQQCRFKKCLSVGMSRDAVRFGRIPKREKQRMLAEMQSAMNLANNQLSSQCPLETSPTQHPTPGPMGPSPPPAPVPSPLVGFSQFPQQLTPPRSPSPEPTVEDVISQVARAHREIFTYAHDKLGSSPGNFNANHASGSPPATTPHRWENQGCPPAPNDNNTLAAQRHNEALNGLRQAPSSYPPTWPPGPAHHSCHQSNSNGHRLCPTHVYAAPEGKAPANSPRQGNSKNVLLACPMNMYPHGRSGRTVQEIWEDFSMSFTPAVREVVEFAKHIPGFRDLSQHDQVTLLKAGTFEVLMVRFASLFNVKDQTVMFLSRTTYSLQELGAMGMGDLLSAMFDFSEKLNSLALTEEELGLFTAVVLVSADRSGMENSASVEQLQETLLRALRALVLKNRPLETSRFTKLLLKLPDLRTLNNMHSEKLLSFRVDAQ
MBD2 DNA inh: inhibitors of MBD2 binding to methylated DNA, primary screen, biochemical, TR-FRET, DNA-binding domain, human | MBD2 binding to methylated oligonucleotide | inhibition, % at 4.4 µM | hit rate 0.31% among 370,000 | AID 686964, 2013; in the data active = inhibition above about 13%
PRMT1 FP inh: PRMT1 methyltransferase inhibitors, primary screen, biochemical, fluorescence polarization; recombinant PRMT1, activity-based probe fluorescence polarization; inhibition, % at 2.79 µM; hit rate 1.3% among 370,000; Protein arginine N-methyltransferase 1 (Homo sapiens), Q99873;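 active = inhibition above about 21% made by adding two undisclosed values, limit read from the data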
LEDGF integ inh: blockers of LEDGF/p75-dependent integrase strand transfer – biochemical, TR-FRET, high throughput, primary screen; AID 743269, 2014; HIV-1 integrase (with human LEDGF/p75); inhibition, % at 3.7 µM; TR-FRET IN-LEDGF/p75 DNA integration, Eu/Cy5; hit rate 0.64% among 370,000;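 active = inhibition above the screen-wide mean plus 3 SD, cut at about 13% in these data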;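 also: signal is the Cy5 over europium emission ratio at 671 and 618 nm; 0% = plate median of compound wells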
HTRA1 inhibitor: HTRA1 serine protease inhibitors, primary screen, biochemical, fluorescence polarization, HTS | hit rate 0.5% among 340,000 | recombinant HTRA1, FP-rhodamine activity-based probe | inhibition, % at 5.96 µM; in the data active = inhibition above about 36%;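 also: 0% = enzyme with DMSO and 100% = wells lacking enzyme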
UHRF1 MBD2 ctr: UHRF1 methylated DNA binding inhibitors, primary screen, counter-screen for MBD2 inhibitor project, biochemical, TR-FRET, human UHRF1, single concentration | hit rate 0.75% among 370,000 | inhibition, % at 4.4 µM | E3 ubiquitin-protein ligase UHRF1 (Homo sapiens), Q96T88 | AID 687016, 2013 | UHRF1 binding to methylated oligo; in the data active = inhibition above about 21%;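 also: UHRF1 SRA domain binding a hemimethylated CpG hairpin DNA probe; 0% = median of test compound wells and 100% = reference inhibitor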
rCAG binder: binders of r(CAG) RNA repeats, primary screen, biochemical, fluorescence; r(CAG) RNA repeat, TO-PRO-1 dye displacement fluorescence; inhibition, % at 3 µM; hit rate 1.3% among 370,000;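 active = inhibition above the plate cutoff, the mean of all test compounds on that plate plus 3 SD, cut at about 35% in these data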;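 also: 0% = DMSO alone and 100% = 100 µM mitoxantrone as full dye displacement; higher means more dye released from RNA so lower well fluorescence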
* hit, by the source's call; · = not tested or not shown. A portion of the library; count on the stated rates, not on these rows.

SMILES	PG9 binder	TCR-CD3 inh	ABHD4 inh	NR1D1 modulator	MBD2 DNA inh	PRMT1 FP inh	LEDGF integ inh	HTRA1 inhibitor	UHRF1 MBD2 ctr	rCAG binder
Cc1nc(SCC(=O)NC(=O)NCc2ccco2)nc(C)c1C	0.1	1	3	-7	-6	-3	6	9	-1	0
Cc1ccc(C(=O)N2CCC(n3nccc3NC(=O)C3CCOC3)CC2)cc1 (stereo not drawn)	-0.8	8	7	0	-6	1	1	1	-1	0
O=C(CSc1nnc(C2CC2)n1Cc1ccccc1)c1ccc(S(=O)(=O)N2CCOCC2)cc1	-0.1	3	-9	-4	-7	-2	1	-7	-1	3
CCCn1c(=O)[nH]c(=O)c2c(C(=O)OCC)cc(-c3cccs3)nc21	-0.1	2	-1	30*	-3	-4	-1	-14	-2	4
Cc1c(Br)c([N+](=O)[O-])nn1CC(=O)NCc1ccco1	1.5	10	3	1	1	-3	-1	7	1	-1
CCOc1ccc(OCCOCCN2CCc3ccccc3C2)cc1	-1.9	0	8	-3	1	0	5	6	-1	-10
COCCNC(=O)C(c1cccs1)N(C(=O)Cn1nnc2ccccc21)c1ccc2c(c1)OCO2 (stereo not drawn)	1.4	6	8	-2	5	1	-1	5	3	-6
CCOc1ccccc1C(=O)OCC(=O)Nc1cccc(S(=O)(=O)N2CCCC2)c1	2.1	-3	-7	5	5	2	-6	-14	2	3
COC(=O)c1ccc(COc2cccc(OC)c2)o1	1.7	-7	-4	0	-3	2	2	-6	2	-5
COc1ccc(OC)c(-c2nc(C(=O)NCCCN3CCOCC3)cc3c2[nH]c2ccccc23)c1	-0.2	14	7	-3	0	-3	1	-7	0	0
COc1ccc(-c2cc(NC(C)=O)c3ncc(-c4ccc(OC)c(OC)c4)n3c2)cc1OC	-0.2	-13	0	-8	-12	0	-2	·	-7	14
CC1C(=O)N(Cc2cn(Cc3ccco3)nn2)CCS(=O)(=O)N1Cc1ccc(-c2ccc(F)cc2)cc1 (stereo not drawn)	-0.8	-2	-4	-5	-4	-2	2	-9	7	8
Cc1ccc(S(=O)(=O)c2c(C)cc(C)nc2N2CCCCC2)cc1	-1.1	3	1	-1	-2	1	-2	-17	-2	-5
COc1ccc(C(=O)OCC(=O)NC(=O)NCc2ccccc2)cc1[N+](=O)[O-]	-0.8	6	-8	0	8	-1	5	12	16	0
CCCCNC(=O)C1CCN(Cc2ccc(OCc3ccccc3)cc2)CC1	0.2	7	3	1	-3	-3	1	3	-2	-10
O=C(O)c1cccc(Cn2c(Cl)c(/C=N/NC(=O)c3cc4ccccc4cc3O)sc2=O)c1	-1.3	12	-36	-9	3	8	4	50*	-2	77*
CN(C)C(CNC(=O)c1cccs1)c1ccco1 (stereo not drawn)	-2.0	-8	1	-5	5	6	-6	1	0	8
COc1ccc(-n2c(SCC(=O)Nc3ccc4c(c3)OCO4)nc3sc4c(c3c2=O)CCCC4)cc1	·	·	3	7	0	1	-2	·	0	14
CNC(=O)c1cc2ccc(OC)cc2oc1=O	-1.0	-2	3	7	-7	0	3	4	-5	-2
CCn1cc(C2=NC(C)(C)CO2)c2ccccc21	0.2	2	0	6	2	1	-7	2	-2	-5
COc1ccccc1N1CCN(C(=O)C(=O)c2cn(CC(=O)N3CCCC3)c3ccccc23)CC1	-0.3	-2	-2	-6	-3	3	0	-3	-2	-4
CCn1cc(CCC(=O)NCCc2ccccc2)c2ccccc21	-2.2	0	5	-1	-4	-1	-3	-6	1	-5
Cc1sc2nc(COC(=O)CNC(=O)c3ccc(C(C)(C)C)cc3)[nH]c(=O)c2c1C	2.1	-6	-4	4	7	-1	2	-26	1	7
CC1CN(C2=NC(=O)/C(=C/c3ccncc3)S2)CC(C)O1 (stereo not drawn)	-1.9	5	3	5	0	-3	-1	6	-1	-2
Cc1ccc(NC(=O)c2ccc(NCC3CCCO3)c([N+](=O)[O-])c2)cc1Cl (stereo not drawn)	-0.3	-2	0	-7	-3	0	1	-6	-1	2
CC1=NN(C(=O)c2ccccc2-n2cccc2)C(O)(C(F)(F)F)C1 (stereo not drawn)	-1.8	3	-3	-3	-1	-1	-1	2	1	3
Cc1ccc(O)c(C(=O)c2cnc3c(c2)c(-c2ccc(F)cc2)c(C#N)c(=O)n3C)c1	-0.3	3	-4	-2	0	5	-1	-15	6	2
CCNc1nc(-c2cc(C)n(Cc3ccco3)c2C)cs1	-0.8	-16	14	-14	-1	13	8	31	-3	9
O=C(Nc1cccc(O)c1)c1cc(S(=O)(=O)N2CCCC2)ccc1Cl	-0.6	-1	-4	-4	-1	1	2	-5	0	4
CCSc1ncc(Cl)c(C(=O)Nc2ccccc2F)n1	0.8	9	-2	1	-1	4	2	-6	0	2
CCCCN(CCCNC(=O)C1CCN(S(=O)(=O)CC)CC1)c1ccccc1	-1.2	-1	6	2	6	8	-9	10	1	-8
CC(=O)C1C(c2ccc(C)cc2)c2c(n[nH]c2C)CC1(C)O (stereo not drawn)	-1.6	6	-3	-3	7	-3	2	6	23*	-3
CC(C)c1ccc(CN2CCC2(C)C(=O)Nc2cccc(Oc3ccccc3)c2)cc1 (stereo not drawn)	0.5	2	-3	1	6	2	-3	·	2	2
COc1ccc(F)cc1-c1cc(C(=O)Nc2ccc(C)c(NS(C)(=O)=O)c2)[nH]n1	-0.2	4	-18	3	1	-1	-2	·	-1	6
CCCNC(=O)COc1ccc2c(=O)c(Oc3ccccc3F)coc2c1	0.3	-6	-2	-4	6	4	-5	3	14	-7
O=[N+]([O-])c1ccc(N2CCN(Cc3ccccc3)CC2)c(S(=O)(=O)N2CCOCC2)c1	-1.1	1	1	-4	-2	1	-3	-2	2	-2
Cc1c(Cl)c([N+](=O)[O-])nn1CC(=O)NCCCN1CCOCC1	-2.7	-7	-13	-3	4	8	-2	3	6	0
O=C(CCN1CCN(c2ccccc2)CC1)NNC(=O)c1cccc2ccccc12	0.3	4	-3	-6	2	-3	5	3	-2	0
COCCN(C(=O)COC(=O)C(C)(C)Oc1ccc(Cl)cc1)c1c(N)n(Cc2ccccc2)c(=O)[nH]c1=O	0.6	-4	6	-10	7	6	-4	3	1	-3
CCCCC(=O)N(C)c1c(CC)nc2c(OCc3cccc(Cl)c3)cccn12	-0.5	0	3	-1	4	3	-2	·	-1	-3
CN(C)Cc1nc2ccccc2c(=O)n1Cc1nc(-c2cc3ccccc3o2)cs1	-0.3	-3	-9	-5	4	1	1	-40	-2	0
O=C1COc2ccc3ccccc3c2CN1	-1.5	1	1	-2	2	3	-1	4	3	2
CCc1ccccc1N(CC)C(=O)c1cn(C)c(=O)c2cc(OC)c(OC)cc12	-2.9	-4	-2	-3	0	-1	-3	0	-4	-7
NNC(=O)c1csc(-c2ncc(C(F)(F)F)cc2Cl)n1	-0.2	1	-6	5	-2	1	0	·	-2	-2
CN(C(=O)C1CCC(CNS(=O)(=O)c2cccc3cccnc23)CC1)C1CCCCC1 (stereo not drawn)	-0.3	7	-5	0	1	-4	3	-3	9	-6
O=C(c1c(F)cccc1F)N(Cc1ccccc1)Cc1ccccc1	0.9	2	-1	2	0	3	-5	-16	1	0
N#Cc1cc2c(nc1SCc1ccccc1)CCC2	-0.4	7	6	45*	-2	-1	-2	6	-2	1
CS(=O)(=O)Cc1ccc(C(=O)NC2CCCc3ccccc32)cc1 (stereo not drawn)	-0.4	6	-3	6	-5	0	5	3	-1	3

2 compounds from above with just NR1D1 modulator.
smiles | NR1D1 modulator
O=C(CCN1CCN(c2ccccc2)CC1)NNC(=O)c1cccc2ccccc12 | -6
COCCN(C(=O)COC(=O)C(C)(C)Oc1ccc(Cl)cc1)c1c(N)n(Cc2ccccc2)c(=O)[nH]c1=O | -10

Continuation:
SMILES	PG9 binder	TCR-CD3 inh	ABHD4 inh	NR1D1 modulator	MBD2 DNA inh	PRMT1 FP inh	LEDGF integ inh	HTRA1 inhibitor	UHRF1 MBD2 ctr	rCAG binder
COc1cc(C2Nc3ccccc3NC3=C2C(=O)CC(C)(C)C3)cc(OC)c1OC (stereo not drawn)	-0.9	5	0	1	-5	1	3	1	-1	2
O=C(COC(=O)C1=COCCO1)Nc1ncc(C(F)(F)F)cc1Cl	-0.8	1	14	2	-4	0	-3	7	-3	3
NC(=O)c1c(NC(=S)Nc2ccc(F)cc2)sc2c1CCCC2	3.9	-2	2	-1	1	3	1	1	-4	12
Cc1cccc(/C=N/NC(=O)Cn2nccc2C)n1	-0.3	5	11	2	4	-1	1	0	1	-3
Cc1ccc(C(=O)Nc2nc3ccccc3n2CCN2CCCC2)cc1	0.8	-8	-1	5	8	0	7	11	6	2
COc1ccc(Cl)cc1NC(=O)/C=C\C(=O)O	-1.5	0	3	1	4	2	-1	4	1	-3
O=C(Nc1cccc(-c2cnc3ccccc3n2)c1)c1cccc(NC(=O)c2ccco2)c1	0.6	8	-28	1	4	2	0	-134	0	21
CSC1=C(C#N)C(c2ccc(C(C)C)cc2)CC(=O)N1 (stereo not drawn)	0.0	-8	2	1	2	2	-2	9	0	-1
CC(=O)n1cc(/C=N/NC(N)=S)c2ccccc21	-1.8	2	11	7	-1	1	0	-2	-4	2
Nc1cc(N)cc(-c2nc3ccccc3o2)c1	-8.2	0	24	1	1	-2	-2	16	-8	16
Cc1nc(C)c(C(=O)N(c2ccc(F)cc2)C(C(=O)NCC2CCCO2)c2ccccc2)s1 (stereo not drawn)	1.5	-3	-1	-6	4	-1	1	-2	0	1
O=C(CN1C(=O)C2C3c4ccccc4C(c4ccccc43)C2C1=O)Nc1cccc(C(=O)O)c1 (stereo not drawn)	0.1	7	2	3	-2	0	3	3	2	3
O=C(Nc1cccc([N+](=O)[O-])c1)OCc1ccc2c(c1)OCO2	-0.8	-1	-8	-6	-3	2	1	·	5	5
Cc1ccccc1NC(=O)CN1C(=O)NC(C)(CCc2ccccc2)C1=O (stereo not drawn)	-2.9	5	3	-2	-4	-1	1	-3	-2	-2
COCCNC(=O)c1ccc(N2CC3CC(C2)c2cccc(=O)n2C3)c(NC(=O)c2ccccc2Cl)c1 (stereo not drawn)	-1.0	-5	2	0	5	2	-2	8	3	-1

Structural class, those above containing two or more sulfur atoms.
SMILES	PG9 binder	TCR-CD3 inh	ABHD4 inh	NR1D1 modulator	MBD2 DNA inh	PRMT1 FP inh	LEDGF integ inh	HTRA1 inhibitor	UHRF1 MBD2 ctr	rCAG binder
O=C(CSc1nnc(C2CC2)n1Cc1ccccc1)c1ccc(S(=O)(=O)N2CCOCC2)cc1	-0.1	3	-9	-4	-7	-2	1	-7	-1	3
COc1ccc(-n2c(SCC(=O)Nc3ccc4c(c3)OCO4)nc3sc4c(c3c2=O)CCCC4)cc1	·	·	3	7	0	1	-2	·	0	14
NC(=O)c1c(NC(=S)Nc2ccc(F)cc2)sc2c1CCCC2	3.9	-2	2	-1	1	3	1	1	-4	12
